STAT3 act: STAT3 signaling activation | U3A cells, IL-6 STAT3-luciferase reporter, luminescence; 100% = signal with IL-6 EC80 alone | activation (% of control), % at 5.6 µM | 190,000 tested, 0.91% active | AID 871;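 active = activation above the screen-wide mean of compound activation plus 3 SD, cut at about 130% in these data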;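 note: 0% = background luminescence of wells with medium and substrate only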
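Material: STAT1-lacking human U3A cells, STAT3 luciferase reporter | Benchmarks: IL-6-only wells as 100% reference | Probe or stimulus: IL-6 (33 ng/mL) | Timing: Compound 1 h, then IL-6 6 h at 37 °C | Detection: Luminescence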
ROMK mod: modulators of human ROMK potassium channel. P48048. Tet-inducible ROMK, thallium flux fluorescence; actives lie on both sides. B-score at 10 µM. 130,000 tested, 2% active. AID 1918;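 active = signal ratio slope over the read window, or its plate-corrected B-score, at least 3 SD from the plate mean, either direction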;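 note: B-score of the F/F0 ratio slope over 7 to 12 s after thallium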
Target sequence (P48048 whole entry, looked up): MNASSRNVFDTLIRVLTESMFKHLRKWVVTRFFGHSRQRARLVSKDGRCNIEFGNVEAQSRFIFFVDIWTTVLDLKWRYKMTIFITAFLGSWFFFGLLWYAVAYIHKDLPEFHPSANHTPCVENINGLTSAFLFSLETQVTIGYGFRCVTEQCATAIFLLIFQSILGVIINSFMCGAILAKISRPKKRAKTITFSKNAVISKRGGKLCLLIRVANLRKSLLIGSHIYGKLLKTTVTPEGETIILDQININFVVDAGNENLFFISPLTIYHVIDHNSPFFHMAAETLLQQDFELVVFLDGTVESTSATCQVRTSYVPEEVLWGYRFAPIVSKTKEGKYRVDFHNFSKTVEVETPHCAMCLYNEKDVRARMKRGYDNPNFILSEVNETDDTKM
FLuc act counter: affects firefly luciferase, flagging false hits in luciferase stimulation screens. P08659. ATPlite luciferase biochemical, luminescence, 10 min; 0 = ATP-free wells, 1 = DMSO control. activation factor at 10 µM. 200,000 tested, under 10 active. AID 1027;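 active = luciferase activation factor, scaled between plate controls, of at least 2 with compound at 10 µM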
Target sequence (P08659 whole entry, looked up): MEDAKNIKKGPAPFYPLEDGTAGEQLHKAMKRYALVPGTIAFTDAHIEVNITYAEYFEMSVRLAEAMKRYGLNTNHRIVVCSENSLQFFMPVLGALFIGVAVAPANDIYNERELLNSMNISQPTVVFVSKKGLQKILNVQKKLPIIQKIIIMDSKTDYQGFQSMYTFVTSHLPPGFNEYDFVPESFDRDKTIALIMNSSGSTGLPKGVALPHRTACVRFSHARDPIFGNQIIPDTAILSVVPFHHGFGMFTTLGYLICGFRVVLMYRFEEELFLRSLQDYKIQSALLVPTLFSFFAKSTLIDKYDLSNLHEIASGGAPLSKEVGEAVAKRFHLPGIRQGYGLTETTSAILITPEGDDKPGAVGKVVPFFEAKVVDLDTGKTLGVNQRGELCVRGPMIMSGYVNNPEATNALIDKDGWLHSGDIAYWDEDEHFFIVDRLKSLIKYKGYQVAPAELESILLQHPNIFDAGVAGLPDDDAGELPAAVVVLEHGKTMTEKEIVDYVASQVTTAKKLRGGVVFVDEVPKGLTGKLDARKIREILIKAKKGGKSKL
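System: cell-free luciferase reagent; medium: PBS as buffer for the ATP substrate; doses: test compounds dosed from 2 mM stocks in 100% DMSO; incubation: 10 min, room temperature; measured by: luminescence from luciferase reaction; read-out: luciferase activation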
STAT3 inh: reduces IL-6 driven STAT3 reporter signal | inhibition, % at 5.5 µM | U3A cells, IL-6 STAT3-luciferase reporter, luminescence; host cell line lacks STAT1 | AID 862 | 190,000 tested, 0.89% active;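 active = inhibition above the mean inhibition across all screened compounds plus 3 SD, cut at about 44% in these data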;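 note: 0% = DMSO only wells and 100% = 100 µM nifuroxazide control wells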
STAT1 blocker: reduces IFN-gamma driven STAT1 reporter signal; NIH 3T3 STAT1-luciferase reporter, luminescence; inhibition, % at 5.5 µM; 200,000 tested, 0.35% active; AID 920;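 active = inhibition above a set limit, the mean inhibition across all tested compounds plus 3 SD, cut at about 34% in these data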;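 note: 0% = IFN-gamma with DMSO and 100% = IFN-gamma with 300 µM nifuroxazide; values of inactives mirror those of a sister screen read the other way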
NF-kB neuron act: compounds increasing NF-kB expression in human neuronal cells. NF-kB reporter expression; stronger effect = higher value. fold change at 12.5 µM. 190,000 tested, 1.6% active. AID 1239; in the data active = fold change above about 3.3
APP 5UTR inh: APP translation inhibition | SH-SY5Y APP 5'UTR-luciferase reporter, luminescence | inhibition, % at 2 µM | 190,000 tested, 0.82% active | AID 1285;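 active = inhibition above a set limit, derived from the sample mean plus 3 SD, cut at about 45% in these data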; note: values of inactives mirror those of a sister screen read the other way
FLuc inh counter: counter-screen for luciferase assay inhibitors: firefly luciferase inhibition; P08659; ATPLite firefly luciferase biochemical luminescence, 10 min; inhibition, % at 10 µM; 200,000 tested, 1.5% active;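 active = inhibition above about 50% when tested at 10 µM, limit read from the data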
APP 5'UTR act: activates APP 5'UTR luciferase reporter. activation, % at 2 µM. 190,000 tested, 1% active. SH-SY5Y APP 5'UTR luciferase reporter, luminescence; zero percent = DMSO vehicle wells. AID 1276;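 active = activation above a set limit, based on mean plus 3 SD of controls, cut at about 140% in these data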; note: values of inactives mirror those of a sister screen read the other way
STAT1 activator: activators of IFN-gamma induced STAT1 signaling; 200,000 tested, 2.6% active; activation (% of control), % at 5.5 µM; NIH 3T3 STAT1-luciferase reporter, luminescence; 100% = IFN-gamma alone, no compound;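 active = activation above the screen-wide mean activation plus 3 SD, cut at about 130% in these data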;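 note: raw ratio to IFN-gamma control signal so 100% means no change and 0% no light; values of inactives mirror those of a sister screen read the other way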
* = called active by the depositor; nt = no result given. The order is random. About 7.1% of those tested had a hit in this group.

molecule	STAT3 act	ROMK mod	FLuc act counter	STAT3 inh	STAT1 blocker	NF-kB neuron act	APP 5UTR inh	FLuc inh counter	APP 5'UTR act	STAT1 activator
CC(C)(C)c1cc[n+](-c2nc([O-])sc2C=O)cc1	101	0.23	1.1	7	7	1.3	34	-9	-34	94
COc1ccc(NC(=O)N(C2CCCCC2)C(C)c2ccco2)c(OC)c1 (configuration not stated)	103	-3	1.1	-1	-5	0.89	-7	-7	7	105
c1cncc(C(c2nnnn2C2CCCC2)N2CCN(Cc3ccc4c(c3)OCO4)CC2)c1 (configuration not stated)	103	-0.71	1	5	-8	0.88	-5	-4	5	107
O=C(O)CCC(=O)Nc1ccc(F)cc1	101	0.12	1	6	-5	1.1	8	-4	-7	104
CNC(=O)C12N=CNN=C1N(C)C(=O)N2C (configuration not stated)	92	-1.1	1	13	-9	1.3	-4	-5	3	107
CCOP(=O)(OCC)C(Nc1cccc(C(F)(F)F)c1)c1ccc(F)cc1 (configuration not stated)	103	0.14	1.1	-3	4	0.8	15	-6	-15	97
COc1ccc(OC)c(C2C3=C(CC(C)(C)CC3=O)Nc3nnnn32)c1 (configuration not stated)	101	-0.37	1.1	2	-8	0.97	-9	-10	9	107
COc1ccc(C2NC(=O)c3sc4nc(C)c(C(C)=O)c(-c5ccc(Cl)cc5)c4c3N2)cc1 (configuration not stated)	109	0.078	1	-3	3	1.2	-12	-4	12	97
CCC(C)NC(=O)C1CCN(S(=O)(=O)c2cccc3cccnc23)CC1 (configuration not stated)	100	nt	1.1	5	-3	1.1	-6	-6	6	102
CCOc1cc(/C=N/NC(=O)CCc2n[nH]c(=O)[nH]c2=O)ccc1O	102	1.1	1	3	-2	1.4	-4	-1	4	104
CCC1CCCCN1C(=O)CSc1nnc(-c2ccc(Cl)s2)o1 (configuration not stated)	98	nt	1	4	-2	1.9	-25	1	25	102
CCOC(=O)c1sc(Nc2ccc(F)cc2)nc1C	87	-0.32	1	23	-15	1.8	-15	1	15	111
Cc1ccc(-n2c(=O)[nH]cc(C(=O)N3CCc4ccccc43)c2=O)cc1C	100	nt	1	9	-4	0.92	6	-4	-6	104
O=C(Cc1ccccc1)Nc1c[nH]c(=O)[nH]c1=O	91	nt	1	6	9	1.1	-11	-4	11	92
CCN(c1ccccc1)S(=O)(=O)c1cc(NC(=O)COC(=O)C2CC2)ccc1Cl	106	-0.24	1.1	-1	7	0.93	5	-7	-5	94
Cc1ccccc1N(CC(=O)NCc1ccco1)C(=O)CCC(=O)Nc1nccs1	105	-1	1.1	-2	4	1.2	-9	-8	9	95
Cc1nnc(SCCC(C)C)[nH]c1=O	98	-0.078	1.1	3	-1	1.9	-11	-5	11	101
O=[N+]([O-])c1ccc(-c2cnc(SCc3ccccc3Cl)[nH]2)cc1	92	nt	1.1	21	-12	1.8	22	-8	-22	111
N#Cc1ccccc1Sc1ccccc1C(=O)N1CCOCC1	105	-0.043	1	-1	8	1.1	-16	-3	16	93
Cc1ccc(C(=O)NC2CCS(=O)(=O)C2)cc1S(=O)(=O)N1CCCCC1 (configuration not stated)	100	1.1	1	4	8	1.1	-7	0	7	92
Cc1cccc(NC(=O)c2onc3c2CCCC3)c1C	112	nt	0.7	-10	-45	2.7	-78	30	78	140*
CCOC(=O)CNC(=O)c1c2c(nc3ccccc13)CCCC2	104	1.2	1	-2	8	0.92	4	-4	-4	93
Cn1nc([N+](=O)[O-])nc1N1CCOCC1	91	0.86	1.1	14	16	1.3	-2	-6	2	86
O=C(O)CCC(NC(=O)c1ccc(Cl)cc1)C(=O)O (configuration not stated)	102	0.035	1	0	0	1.2	-5	3	5	100
CC(=O)C1=C(C)N(Cc2ccccc2)C(=O)N[C@H]1c1cccs1	96	-0.51	1.1	2	7	1.2	-9	-12	9	94
NS(=O)(=O)c1ccc(CCNC(=O)COC(=O)/C=C/c2ccccc2Cl)cc1	108	0.039	1	0	6	0.95	-9	1	9	92
Cc1ccc(C(=O)CSc2nnc3c4ccccc4nc(C(C)(C)C)n23)cc1	96	-0.099	1	5	12	0.93	22	-4	-22	89
COc1cccc(NC(=O)Cc2ccc(C)cc2)c1	107	-0.33	1	-9	-9	1.4	-9	-2	9	105
CCNCCNC(=O)c1c(O)c2cccc3c2n(c1=O)CCC3	103	nt	1.1	3	0	1.2	7	-7	-7	100
O=C(O)Cn1ncc2c1-c1ccoc1CC2	106	nt	1	-2	5	1.1	-4	-4	4	95
CC1CCN(C(c2ccc(N(C)C)cc2)c2nnnn2Cc2ccc(F)cc2)CC1 (configuration not stated)	105	0.75	1	0	4	0.9	-14	1	14	96
O=C(Cn1cnc2cc([N+](=O)[O-])ccc2c1=O)Nc1ccc2c(c1)CCC2	91	0.91	1	8	6	1.2	5	-4	-5	95
COc1ccc(-c2[nH]c(-c3cc(OC)c4c(c3)OCO4)nc2-c2ccccc2)cc1	99	-0.035	1	3	-12	0.78	8	-2	-8	111
CSc1ccc(Cl)c(C(=O)Nc2ccc(N3CCOCC3)cc2)c1	79	0.37	0.9	30	-7	1.1	-29	5	29	105
CC(=O)Nc1ccc(C(O)(C(F)(F)F)C(F)(F)F)cc1	107	nt	1	-5	-5	0.95	11	-1	-11	103
NC(=O)c1ccccc1OCC(=O)NS(=O)(=O)c1ccc(Cl)cc1	92	-1.2	1	7	-2	1.3	11	-4	-11	102
COCCCNC(=O)c1ccccc1NS(C)(=O)=O	103	nt	1	-1	10	0.98	-8	-3	8	91
COC(=O)C1CCN(C(=O)c2ccc(NC(C)=O)cc2)CC1	99	1.3	1	4	1	1.3	11	-3	-11	99
COc1ccc(C(=O)NCc2nnc(SCC(=O)N3CCOCC3)o2)cc1	93	0.25	1	10	0	1.2	11	4	-11	99
CN(C(=O)Cc1c[nH]c2ccccc12)C(C(=O)Nc1ccc2c(c1)OCO2)c1ccccc1 (configuration not stated)	111	-0.2	1	-9	6	1	-1	-2	1	94
O=C(NN1C(=O)c2ccccc2NC1c1cccnc1)c1ccc([N+](=O)[O-])cc1 (configuration not stated)	95	-0.69	1	12	-13	1	-18	-1	18	109
O=C(Oc1ccc2ccc(=O)oc2c1)C1CCCCC1	100	-1.5	1	0	3	0.94	11	-2	-11	97
Cc1ccc(NC(=O)CCn2c(=O)oc3ccccc32)cc1	96	-0.84	1	10	9	1.2	-2	-1	2	92
COc1ccccc1NC(=S)N(Cc1ccc(C)cc1)Cc1cccnc1	100	1.5	1	12	9	1.1	14	-4	-14	92
CCN(CCCNC(=O)C1CCN(S(=O)(=O)N2CCC3(CC2)OCCO3)CC1)c1ccccc1	107	nt	1.1	-5	0	0.83	3	-8	-3	100

Some of the entries so far, with each value named:
> CC(=O)Nc1ccc(C(O)(C(F)(F)F)C(F)(F)F)cc1
- STAT3 act: 107
- ROMK mod: nt
- FLuc act counter: 1
- STAT3 inh: -5
- STAT1 blocker: -5
- NF-kB neuron act: 0.95
- APP 5UTR inh: 11
- FLuc inh counter: -1
- APP 5'UTR act: -11
- STAT1 activator: 103

> NC(=O)c1ccccc1OCC(=O)NS(=O)(=O)c1ccc(Cl)cc1
- STAT3 act: 92
- ROMK mod: -1.2
- FLuc act counter: 1
- STAT3 inh: 7
- STAT1 blocker: -2
- NF-kB neuron act: 1.3
- APP 5UTR inh: 11
- FLuc inh counter: -4
- APP 5'UTR act: -11
- STAT1 activator: 102

> COCCCNC(=O)c1ccccc1NS(C)(=O)=O
- STAT3 act: 103
- ROMK mod: nt
- FLuc act counter: 1
- STAT3 inh: -1
- STAT1 blocker: 10
- NF-kB neuron act: 0.98
- APP 5UTR inh: -8
- FLuc inh counter: -3
- APP 5'UTR act: 8
- STAT1 activator: 91

> COC(=O)C1CCN(C(=O)c2ccc(NC(C)=O)cc2)CC1
- STAT3 act: 99
- ROMK mod: 1.3
- FLuc act counter: 1
- STAT3 inh: 4
- STAT1 blocker: 1
- NF-kB neuron act: 1.3
- APP 5UTR inh: 11
- FLuc inh counter: -3
- APP 5'UTR act: -11
- STAT1 activator: 99

New compounds follow:
molecule	STAT3 act	ROMK mod	FLuc act counter	STAT3 inh	STAT1 blocker	NF-kB neuron act	APP 5UTR inh	FLuc inh counter	APP 5'UTR act	STAT1 activator
Fc1ccc(CNC(=S)Nc2ccc(OC(F)F)cc2)cc1	98	nt	1.1	5	0	0.84	-3	-6	3	100
CCOC(=O)c1sc(NC(=O)c2cncc(Br)c2)nc1C	110	0.47	0.9	-10	-30	2.5	-6	14	6	126
CCOc1ccc(C(=O)NC2=NCCS2)cc1	89	-1.2	0.5	17	-45	2.7	-92	52*	92	139*
COc1ccc(OC)c(CN2CCN(Cc3cccc4ccccc34)CC2)c1	104	-3.9*	1	0	10	0.97	3	-5	-3	90
O=C(CC1CCCCC1)N1CCC(c2nc(-c3ccc(S(=O)(=O)N4CCCC4)cc3)no2)CC1	88	nt	1.1	24	3	0.97	-2	-6	2	98
Cc1nc(Nc2ccc3c(c2)OCCO3)c2c(C)c(C)sc2n1	87	-0.96	1	20	3	1.1	-12	2	12	97
Cc1ccccc1-n1c(Cn2c(=O)sc3ccccc32)nnc1SCC(=O)N1CCCC1	94	nt	1	7	-1	1.1	-21	2	21	102
Cc1ccc(-c2cc(C(F)F)nc(NCc3cccnc3)n2)cc1	104	-1	1	-5	1	0.86	14	-2	-14	99
COc1ccc(CN2C(=O)c3ccccc3C2C(=O)NCCc2ccccc2)c(OC)c1 (configuration not stated)	92	0.1	1	12	6	1.1	1	-4	-1	94
CC(=O)Nc1ccc(OC(=O)CC2SC(=O)NC2=O)cc1 (configuration not stated)	100	0.57	1.1	2	-3	1.3	9	-7	-9	103
O=C1c2ccc(-c3nc4ccccc4o3)cc2C(=O)N1Cc1cccnc1	102	0.34	nt	1	-5	nt	32	nt	-32	104
O=C(Nc1cc(=O)[nH]c2ncnn12)c1ccccc1Cl	103	0.4	1	1	-2	1	2	-4	-2	102
Cn1c(Cn2c(=O)sc3ccccc32)nnc1SCC(=O)Nc1ccc(Cl)cc1	103	nt	1	-3	1	1	-20	-4	20	100
CCOC(=O)CN(Cc1sccc1C)C(=O)Nc1ccc(OC)cc1OC	97	-0.39	1	4	9	1.3	12	-1	-12	92

2 entries from above, with each value named:
SMILES: CN(C(=O)Cc1c[nH]c2ccccc12)C(C(=O)Nc1ccc2c(c1)OCO2)c1ccccc1 (configuration not stated)
  STAT3 act = 111 | ROMK mod = -0.2 | FLuc act counter = 1 | STAT3 inh = -9 | STAT1 blocker = 6 | NF-kB neuron act = 1 | APP 5UTR inh = -1 | FLuc inh counter = -2 | APP 5'UTR act = 1 | STAT1 activator = 94
SMILES: CCOP(=O)(OCC)C(Nc1cccc(C(F)(F)F)c1)c1ccc(F)cc1 (configuration not stated)
  STAT3 act = 103 | ROMK mod = 0.14 | FLuc act counter = 1.1 | STAT3 inh = -3 | STAT1 blocker = 4 | NF-kB neuron act = 0.8 | APP 5UTR inh = 15 | FLuc inh counter = -6 | APP 5'UTR act = -15 | STAT1 activator = 97

Screens from PubChem.
